L3MBTL1 inh = L3MBTL1 (human) inhibition; Q9Y468; AlphaScreen L3MBTL1–H3K9me1 peptide binding; Potency, µM (series often up to 57.1 µM), for the others: top-dose activity, negative = inhibition, actives largely listed as inhibitors; 0.66% of 230,000 active; also: potency is read from the fitted curve at half-maximal effect; % is scaled to controls: 0 for no effect and ±100 for the full control effect; nearly all actives have a fitted effect of over 60% in size
Target sequence (Q9Y468 whole entry, looked up): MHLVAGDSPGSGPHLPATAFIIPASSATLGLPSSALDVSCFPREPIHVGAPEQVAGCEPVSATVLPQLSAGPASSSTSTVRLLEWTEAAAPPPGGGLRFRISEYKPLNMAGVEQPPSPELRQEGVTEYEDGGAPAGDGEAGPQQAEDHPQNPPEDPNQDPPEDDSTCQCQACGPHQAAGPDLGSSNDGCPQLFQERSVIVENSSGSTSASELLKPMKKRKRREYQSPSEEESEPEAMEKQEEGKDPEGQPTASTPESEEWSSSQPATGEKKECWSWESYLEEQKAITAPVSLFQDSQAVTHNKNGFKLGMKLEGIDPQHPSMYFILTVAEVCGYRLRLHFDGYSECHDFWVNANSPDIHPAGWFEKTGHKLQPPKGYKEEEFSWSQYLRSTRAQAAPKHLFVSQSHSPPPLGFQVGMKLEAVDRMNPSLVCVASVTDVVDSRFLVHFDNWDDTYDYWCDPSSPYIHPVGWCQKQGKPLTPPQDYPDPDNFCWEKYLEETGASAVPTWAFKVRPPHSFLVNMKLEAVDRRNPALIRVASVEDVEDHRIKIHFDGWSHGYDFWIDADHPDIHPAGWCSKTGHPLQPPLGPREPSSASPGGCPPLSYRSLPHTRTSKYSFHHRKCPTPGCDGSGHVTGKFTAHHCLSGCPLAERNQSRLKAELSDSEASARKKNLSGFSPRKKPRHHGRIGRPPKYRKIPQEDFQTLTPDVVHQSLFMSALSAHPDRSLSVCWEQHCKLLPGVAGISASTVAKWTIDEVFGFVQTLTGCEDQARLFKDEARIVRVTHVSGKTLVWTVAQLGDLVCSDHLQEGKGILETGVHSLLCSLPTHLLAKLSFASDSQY
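Displacement of a biotinylated histone H3(1-15) peptide monomethylated at Lys9 (75 nM) from L3MBTL1 (50 nM) was measured by AlphaScreen after a 30 min room-temperature compound incubation; cefsulodin titration served as intraplate control.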
Epigenetic derep = derepresses silenced GFP reporter in murine cells; 0.2% of 280,000 active; Potency, µM (highest dose often 53.9 µM), inactives show top-dose GFP activation, hits mostly activators; murine LDR cells, GFP reporter derepression, 30 h; also: potency is read from the fitted curve at half-maximal effect; % of control where 0% means no effect; nearly all actives have a fitted effect of over 60% in size
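Derepression of a silenced CMV-GFP reporter in murine LDR cells is scored by enumerating GFP-positive cells with a laser-scanning microplate cytometer after 30 hours of treatment at 37 C.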
IMPase Li inh = IMPase inhibition in cells with lithium potentiation; CHO-M1 cells, IP1 TR-FRET (IP-One), carbachol + lithium; Potency, µM (titrated, usually from 59.4 µM), for inactives: top-dose activity, negative = IMPase inhibition, most hits filed as inhibitors; 0.35% of 210,000 active;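 also: IP1 builds up when IMPase is blocked and the TR-FRET signal falls; potency is read from the fitted curve at half-maximal effect; plate controls were basal vehicle for no effect and high inhibitor control for full effect; nearly all actives have a fitted effect of over 50% in size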
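CHO cells stably expressing M1 receptor (2000/well) were cultured 16–30 h, then exposed to compounds with a small lithium addition for 30 min at 37C. IP1 was measured by TR-FRET competition; AC50 from Hill fits.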
NPSR antag = neuropeptide S receptor (human) antagonism, cAMP; Q6W5P4; CHO-NPSR cells, cAMP TR-FRET, antagonist mode; Potency, µM (doses to about 38.3 µM), without a hit: at the top dose activity change, negative = inhibition, usual class: inhibitors; 1% of 220,000 active; also: potency is read from the fitted curve at half-maximal effect; % is scaled to controls: 0 for no effect and ±100 for the full control effect; nearly all actives have a fitted effect of over 50% in size; many of its hits are not listed in these tables
CBFb-RUNX1 inh = blocks binding between human CBF-beta and RUNX1. Q01196+Q13951. AlphaScreen CBFb-His/RUNX1-biotin binding, biochemical. Potency, µM (titrated, usually from 59.8 µM), for the others: at the highest dose activity, negative = inhibition, actives largely listed as inhibitors. 230,000 tested, under 10 active. AID 1477; also: % of control where 0% means no effect
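Room-temperature protein-protein interaction test with 30 nM each of His-tagged CBF-beta and biotinylated RUNX1, 15 min with compound, then 90 min with nickel plus streptavidin beads. Signal read in AlphaScreen mode.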
KinaseGlo FLuc = blocks Kinase-Glo luciferase, a counter-screen artifact; Q27757; Potency, µM (top dose mostly 38.3 µM), for the others: top-dose activity change, negative = inhibition, usual class: inhibitors; 0.28% of 200,000 active; Kinase-Glo luciferase, ATP luminescence, 8 min; also: potency is read from the fitted curve at half-maximal effect; % is scaled to controls: 0 for no effect and ±100 for the full control effect; nearly all actives have a fitted effect of over 60% in size
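Compound is pinned into ATP-containing buffer (10 uM ATP, imidazole pH 7.2, 7 mM MgCl2). Kinase-Glo luciferase reagent is then added. Light output is recorded following an 8-min room-temperature incubation.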
HTT aggregate = inhibitors of mutant huntingtin aggregate formation in PC12 cells. 1.1% of 220,000 active. PC12 HttQ103-GFP aggregates, Acumen cytometry, 40 h. Potency, µM (titrated, usually from 46.1 µM), inactives show top-dose activity change, negative = inhibition, hits mostly inhibitors. AID 1688; also: potency is read from the fitted curve at half-maximal effect; % is scaled to controls: 0 for no effect and ±100 for the full control effect; nearly all actives have a fitted effect of over 60% in size
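PC12 cells stably carrying ecdysone-inducible HTT exon 1 Q103–GFP were induced with tebufenozide (100 nM final) and treated with library compounds in titration. GFP aggregates in lysates were counted by laser scanning cytometry.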
* = called active by the depositor; ? = inconclusive; / = no result given; [ ] = remark or other dose. Calls follow the shape of the dose curve; as a rule, active = well fitted curve in the direction sought with a large enough effect; inconclusive = small, poorly fitted or top-dose-only effect, or another doubt; inactive = no such curve, though single readings can be large; an effect the other way counts as inactive or inconclusive. An excerpt; rates above refer to the full screens.

no.	Structure	Epigenetic derep	NPSR antag	HTT aggregate	IMPase Li inh	KinaseGlo FLuc	L3MBTL1 inh	CBFb-RUNX1 inh
1	COC(=O)c1ccc(NC(=O)c2cc(Cl)ccc2OC)cc1	1.1%	-44%	-13%	?	2%	6%	11%
2	CC1CCCC(NC(=O)COC(=O)c2ccccc2[N+](=O)[O-])C1C (stereo unspecified)	-0.9%	-11%	0%	1%	0%	-4%	8%
3	CSc1nc(C)cc(OCNC(=O)c2cccs2)n1	-1.1%	-15%[46.1 µM]	-15%	-11%[38.3 µM]	8%	13%	1%
4	C=CCSc1nc2ccccc2n1S(=O)(=O)c1ccc(C)cc1	-1.2%	-9%[46.1 µM]	8%	3%	-1%	8%	?
5	O=C(CN(C(=O)c1csnn1)c1cccc2ccccc12)NC1CCCC1	0.0%	0%	-2%[9.22 µM]	8%	0%	-2%	5%
6	Cc1cc2c(cc(C(=O)OC(C(=O)NCC3CCCO3)C(C)C)n2C)o1 (stereo unspecified)	-0.1%	-16%	15%[9.22 µM]	9%	-8%	-1%	4%
7	CCOC(=O)Cc1nc2ccccc2[nH]1	0.9%	-1%[46.1 µM]	1%	13%[38.3 µM]	0%	-8%	3%
8	CCOc1cc(/C=N/NC(=O)c2cc(C3CC3)[nH]n2)ccc1O	0.0%	?	-8%	5%	-1%	0%	0%
9	OCCN1C[C@H](O)[C@@H](O)[C@H](O)[C@H]1CO	-1.1%	15%	/	/	/	/	3%
10	CCOC(=O)C1CCCN(C/C=C/c2ccccc2[N+](=O)[O-])C1 (stereo unspecified)	-1.4%	-1%[46.1 µM]	11%	16%[38.3 µM]	4%	2%	-2%
11	CCc1cccc(CC)c1NC(=O)COC(=O)CC1c2ccccc2CCN1S(=O)(=O)c1ccc(F)cc1 (stereo unspecified)	2.8%	-27%	-8%	14%	2%	-1%	1%
12	CN(C)S(=O)(=O)N1CCCC(C(=O)c2ccc(C(F)(F)F)cc2)C1 (stereo unspecified)	-4.6%	-8%	3%[9.22 µM]	11%	-1%	8%	6%
13	CCCCC1=CC2=CC(=O)C(C)(OC(=O)CC)C(=O)C2=CN1CCc1c[nH]c2ccccc12 (stereo unspecified)	4.8%	2%	-4%[9.22 µM]	3%	-2%[7.66 µM]	/	6%[13.1 µM]
14	O=C(Nc1ccc2c(c1)OCO2)C1(S(=O)(=O)c2ccc(Cl)cc2)CC1	1.1%	-16%[46.1 µM]	13%	12%[38.3 µM]	-4%	-5%	-18%
15	O=C(Nc1ccc(O)c(-c2nc3ccccc3o2)c1)C1(c2ccccc2)CCCC1	4.2%	-24%[46.1 µM]	?	-3%[38.3 µM]	-2%	17%	-1%
16	COC(=O)c1cc(Br)c(=O)n(Cc2ccncc2)c1	-1.0%	13%[46.1 µM]	0%	21%[38.3 µM]	4%	/	7%
17	Cn1cc(/C=C(\C(=O)O)C(C(=O)O)=C2CCCCC2)c2ccccc21	2.2%[10.1 µM]	9%	0%[9.22 µM]	0%	-4%	-6%	-4%
18	COc1ccc(N2CCN(c3ccc(NC(=O)C4CCCCC4)cc3C#N)CC2)cc1	-1.0%	-9%[46.1 µM]	-2%	?	-2%	0%	7%
19	CCCCCN(C(=O)CCCSc1nncs1)c1c(N)n(CCCC)c(=O)[nH]c1=O	-0.7%	2%	3%	-7%	-4%	/	12%
20	COc1ccc(C2CC(c3ccco3)n3ncnc3N2)cc1 (stereo unspecified)	0.0%	-12%[46.1 µM]	-4%	5%	2%	13%	-8%
21	Cn1c(COc2ccccc2)nnc1SCC(=O)Nc1ccc2c(c1)OCO2	-1.0%	-10%[46.1 µM]	10%	-9%[38.3 µM]	3%	4%	-4%
22	Cc1ccc(OCC(=O)NCc2cccnc2)cc1	5.1%	-10%	11%[9.22 µM]	0%	1%	2%	6%
23	CCN(CC)c1ccc(/C=C(/C#N)c2nc3ccccc3[nH]2)c(OC(C)C)c1	13µM*	?	?	20%[38.3 µM]	-4%	?	-30%
24	CCOc1ccc(NC(=O)CNC(=O)c2cn(-c3ccccc3OC)c(=O)c3ccccc23)cc1	-2.5%	-5%[46.1 µM]	5%	22%[38.3 µM]	-2%	/	-1%
25	O=C(Nc1ccccc1-c1ccccc1)c1cccc(C(F)(F)F)c1	0.0%	-15%[46.1 µM]	0%	10%	-2%	28%	11%
26	CC1(C)CC(=O)C2=C(C1)Nc1cc(C(=O)c3ccccc3)ccc1NC2c1ccccn1 (stereo unspecified)	0.9%	-13%	26%	3%	-1%	1%	-10%
27	CCOC(=O)c1ccc(NC(=O)CSc2nnc(C3CCCCC3)n2C)cc1	1.2%	?	16%	13%	1%	6%	6%
28	CCN(CC)c1ncccc1C(=O)NCc1cccs1	-0.5%	19%[46.1 µM]	19%[9.22 µM]	4%[38.3 µM]	-4%	6%	-2%
29	Oc1c(C=NCc2ccc(F)cc2)[nH]c2ccc(Br)c(Cl)c12	-1.0%	1%[46.1 µM]	25%	12%[38.3 µM]	-3%	/	4%
30	O=C(CCC(=O)c1ccc(Oc2ccccc2)cc1)Nc1ccc(Cl)cc1Cl	-1.0%	-15%[46.1 µM]	13%	4%[38.3 µM]	-3%	-1%	8%
31	c1ccc(CCNc2ccccc2)cc1	0.0%	-7%	16%[9.22 µM]	-3%	-3%	?	-8%
32	O=C(CSc1nc(-c2ccccc2)cc(=O)[nH]1)N1CCc2ccccc21	-0.2%	-23%[46.1 µM]	-9%	30%[38.3 µM]	-2%	5%	6%
33	Cc1ccc(S(=O)(=O)N2CCN(c3ccccc3)CC2)cc1C(N)=O	-0.4%	10%	-7%	0%	-1%	2%	-6%
34	CCCn1c(N2CCOCC2)nc2c1c(=O)[nH]c(=O)n2C	-1.6%	-6%[46.1 µM]	36%	27%[38.3 µM]	1%	/	-8%
35	Cc1ccc(-c2nn(-c3ccccc3)cc2C2CC(c3ccccc3)=NN2C(=O)CCC(=O)O)cc1 (stereo unspecified)	0.1%	-44%	16%[9.22 µM]	/	/	-8%	4%
36	COc1ccc(S(=O)(=O)N2CCCN(CC(=O)C(C)(C)C)CC2)cc1	0.0%	-5%[46.1 µM]	5%	-7%[38.3 µM]	0%	7%	-3%
37	COCCCNC(=S)NC1CC2CCCC(C1)N2Cc1ccco1 (stereo unspecified)	8.7%	-5%[46.1 µM]	2%	25%[38.3 µM]	1%	-6%	3%
38	CC(=O)Nc1sc2c(c1C(c1cccc(F)c1)N1CCN(CCO)CC1)CCCC2 (stereo unspecified)	-1.4%	?	-12%	14%	-2%	/	-5%
39	O=C(CCl)Nc1c[nH]c(=O)[nH]c1=O	-1.3%	9%	-9%	3%	0%	0%	-6%
40	CCc1nc(-c2ccccc2O)n(-c2ccccc2)n1	0.1%	0%[46.1 µM]	4%	6%[38.3 µM]	2%	9%	4%
41	Cc1nnc(N/N=C/C(C)c2ccccc2)[nH]c1=O (stereo unspecified)	0.2%	1%	-8%[9.22 µM]	/	/	5%	-10%
42	CSc1nc(-c2ccc(Cl)cc2)nn1C(=O)c1ccco1	1.5%	2%[46.1 µM]	-16%[9.22 µM]	-11%[38.3 µM]	1%	/	-1%
43	CCOc1ccc(-n2c(=O)[nH]cc(C(=O)N3CCCc4ccccc43)c2=O)cc1	2.1%	-10%[46.1 µM]	1%	5%[38.3 µM]	-6%	2%	-1%
44	Clc1nc(CN2CCCCC2)nc2sc3c(c12)CCC3	-0.1%	-3%	-9%	3%	0%	3%[11.4 µM]	3%
45	O=C(Nc1nccs1)C1CCN(S(=O)(=O)c2cccnc2)CC1	0.0%	3%[46.1 µM]	7%	16%[38.3 µM]	0%	2%	1%
46	CC(C)C(=O)Nc1cccc(NC(=S)NC(=O)C(c2ccccc2)c2ccccc2)c1	1.4%	?	?	-9%[38.3 µM]	-3%	-2%	-14%
47	CCOC(=O)c1cc(-c2ccccc2)sc1NC(=O)CSc1nnc(N)s1	0.9%	-60%	-13%	-3%	4%	-1%[11.4 µM]	-9%
48	Cc1c(CN(C)Cc2cn(C)nc2-c2ccccc2F)[nH]c2ccccc12	3.8%	-18%	-20%[9.22 µM]	13%	-4%	-3%	-8%
49	CCN(CC)C(=O)CSc1nnc(COc2cccc(C)c2)n1C	-1.4%	12%	6%[9.22 µM]	0%	2%	15%	3%
50	COc1ccc(-c2cc(C)nc3c(-c4ccccc4)cnn23)cc1	1.1%	-25%	-19%	12%	-1%	10%	?
51	O=C(Nc1ccc(NC(=O)c2cccs2)cc1)c1ccco1	3.7%	-4%[46.1 µM]	19%	26%[38.3 µM]	-17%	/	-1%
52	CC(C)[C@H](NC(=O)c1ccccc1)C(=O)OCC(=O)/C=C1/N(C)c2ccccc2C1(C)C	1.3%	-39%	?	16%	2%	-1%	-2%
53	CC(NS(=O)(=O)c1ccc2c(c1)OCCO2)c1ccccc1 (stereo unspecified)	2.0%	2%	16%	-4%	4%	-12%	-1%
54	CCN1C(=O)/C(=C\c2nc3ccccc3c(=O)n2-c2ccccc2)c2ccccc21	18%	-30%	14%	0%	3%	-15%	4%
55	O=C(CSc1ncccn1)N/N=C/c1ccc(OC2CSC2)cc1	-4.9%	-11%	31%	17%	0%	-5%	-14%
56	COC(=O)/C=c1/s/c(=C(/C#N)C(=O)N2CCCCC2)n(-c2ccccc2)c1=O	0.0%	-3%	-16%	-1%	2%	3%	3%
57	O=C(COC(=O)Cn1cnc2ccccc2c1=O)Nc1ccc2c(c1)OCO2	3.0%	8%	?	-6%	5%	-16%	2%
58	Cc1cc(Nc2cccc(F)c2)n2nc(C)nc2n1	0.0%	-7%[46.1 µM]	-19%	-3%	3%	35%[activator]	0%
59	O=C(CNS(=O)(=O)c1ccccc1)NCC(=O)OCc1ccc(Br)cc1	0.2%	-7%	-7%	/	/	8%	1%
60	Cc1cccc(Nc2c(-c3ccc(O)cc3)nc3ncccn23)c1	0.0%	-34%	20%	2%	/	/	0%
61	O=C1C(Cl)=C(NCCCN2CCOCC2)C(=O)N1CCc1ccccc1	-1.9%	-9%[46.1 µM]	11%	31%[activator][38.3 µM]	-5%	?	-5%

Three entries already listed, ordered by the value under NPSR antag, rising.
| nr | compound | NPSR antag |
| --- | --- | --- |
| 54 | CCN1C(=O)/C(=C\c2nc3ccccc3c(=O)n2-c2ccccc2)c2ccccc21 | -30% |
| 48 | Cc1c(CN(C)Cc2cn(C)nc2-c2ccccc2F)[nH]c2ccccc12 | -18% |
| 55 | O=C(CSc1ncccn1)N/N=C/c1ccc(OC2CSC2)cc1 | -11% |

Assay outcomes deposited in PubChem by National Center for Advancing Translational Sciences (NCATS).
